GLP1R inv ag: acts as inverse agonist at human GLP-1 receptor; HEK293 GLP-1R CRE-luciferase, luminescence, 24 h; GLP-1R form is constitutively active; P43220; 1.6% of 410,000 active; Potency, µM (titrated, usually from 38.3 µM), without a hit: at the highest dose activity change, negative = inhibition, hits mostly inhibitors; further: on the % scale 0 is the no-effect control and ±100 the full control effect; nearly all actives have a fitted effect of over 55% in size
Target sequence (P43220 whole entry, looked up): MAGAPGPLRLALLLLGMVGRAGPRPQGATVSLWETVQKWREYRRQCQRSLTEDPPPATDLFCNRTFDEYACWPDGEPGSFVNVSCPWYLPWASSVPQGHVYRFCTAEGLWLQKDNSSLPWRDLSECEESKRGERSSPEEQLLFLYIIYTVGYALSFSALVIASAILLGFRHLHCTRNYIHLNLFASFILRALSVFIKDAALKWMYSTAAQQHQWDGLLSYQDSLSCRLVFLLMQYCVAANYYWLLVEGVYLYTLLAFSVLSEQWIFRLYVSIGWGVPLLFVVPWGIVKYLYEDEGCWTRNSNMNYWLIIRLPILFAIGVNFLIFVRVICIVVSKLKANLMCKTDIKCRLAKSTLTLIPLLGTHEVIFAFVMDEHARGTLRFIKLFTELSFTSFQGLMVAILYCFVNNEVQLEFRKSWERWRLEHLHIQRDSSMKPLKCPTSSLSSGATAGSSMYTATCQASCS
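Inverse agonists were sought by their lowering of basal cAMP reporter luciferase output in HEK293 cells stably carrying constitutively active human GLP-1R, after 24 h compound treatment.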
GLP1R ag: activates the human GLP-1 receptor; AID 624172; Potency, µM (titrated, usually from 45.6 µM), inactives show at the top dose activation, most hits filed as activators; HEK293 GLP-1R CRE-luciferase, luminescence, 4-6 h; cells express a hypersensitive GLP-1R form; 0.007% of 380,000 active; P43220; further: % of control where 0% means no effect
TDP43 rescue: inhibitors of TDP-43 toxicity in yeast | 1.8% of 410,000 active | Potency, µM (series often up to 46.1 µM), without a hit: at the highest dose growth rescue (activation), actives largely listed as activators | AID 652104 | TDP-43 expressing yeast growth rescue, BacTiter-Glo, 24 h; further: % of control where 0% means no effect; nearly all actives have a fitted effect of over 50% in size
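Growth rescue of TDP-43-toxic yeast measured as ATP luminescence (BacTiter-Glo). Cells grown to mid-log in raffinose, induced in galactose at OD600=0.02, exposed to compound 24 hr at 30 deg C.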
KB-V1 MDR tox: KB-V1 MDR subline cytotoxicity; 3.4% of 400,000 active; KB-V1 MDR cells viability, CellTiter-Glo, 72 h; Potency, µM (highest dose often 46.1 µM), inactives show top-dose activity change, negative = cytotoxicity, usual class: cytotoxic; further: on the % scale 0 is the no-effect control and ±100 the full control effect; nearly all actives have a fitted effect of over 60% in size
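Luminescent ATP read-out (CellTiter-Glo, 10 min) measures survival of drug-selected KB-V1 MDR cells after 72 h, 37 degrees C compound exposure. Medium: phenol-red-free DMEM, 10% FBS. Values from fitted concentration-response curves.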
SW480 rerep: inducers of DNA re-replication in SW480 colon cancer cells; SW480 DNA re-replication, Hoechst DNA content imaging, 48 h; Potency, µM (doses to about 46.1 µM), for inactives: top-dose re-replication activation, actives largely listed as activators; 1.8% of 340,000 active; AID 624297; further: % of control where 0% means no effect; nearly all actives have a fitted effect of over 55% in size
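Cells (250 per well) received 23 nL compound or DMSO by pin tool and were kept 48 hr at 37 C, 5% CO2. Nuclei were then stained with Hoechst for 40 min and scanned for DNA content.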
HT1080-NT tox: kills 2HG-producing HT-1080-NT fibrosarcoma cells; HT-1080-NT fibrosarcoma viability, CellTiter-Glo ATP luminescence, 48 h; Potency, µM (highest dose often 46.1 µM), for the others: at the top dose activity, negative = less viability, hits mostly cytotoxic; 1.6% of 360,000 active; AID 686970;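 further: NT is the 2HG producing partner of a matched IDH1 knockdown line; 0% = DMSO-treated cells and -100% = media-only wells without cells; nearly all actives have a fitted effect of over 55% in size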
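750 cells/well, RPMI + 5% FBS; 2 h settle, compound pin-transfer, 48 h at 37 degrees C. CellTiter-Glo 10 min RT, luminescence. Normalized to DMSO and media-only wells.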
GLP1R cytotox: cytotoxic in the GLP-1 receptor inverse agonist counter-screen. 0.13% of 410,000 active. Potency, µM (series often up to 38.3 µM), inactives show at the top dose activity change, negative = inhibition, usual class: inhibitors. HEK293 cAMP-luciferase reporter cells, luminescence, 24 h. AID 624418;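 further: loss of luciferase light is scored as toxicity; on the % scale 0 is the no-effect control and ±100 the full control effect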
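To flag toxic compounds, the library was rerun on cells for 24 hr at 37 deg C and 5% CO2. Viability-linked luminescence was captured 12 min after adding luciferase detection reagent.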
HT1080 IDH1KD tx: toxicity to HT-1080 IDH1 knockdown cells (counter line) | HT-1080 IDH1 knockdown viability, ATP luminescence, 48 h | Potency, µM (highest dose often 46.1 µM), for inactives: at the highest dose activity, negative = toxicity, most hits filed as cytotoxic | 2% of 360,000 active | AID 686971;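 further: 0% = DMSO wells and -100% = cell-free medium wells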
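HT-1080-IDH1KD cells (IDH1 knocked down), 750/well in RPMI with 5% FBS, treated with compound 48 h at 37 degrees C. Viability by CellTiter-Glo luminescence, normalised to DMSO and no-cell wells; concentration-response curves classed.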
KB-3-1 tox: KB-3-1 parental cell cytotoxicity | KB-3-1 viability, CellTiter-Glo ATP luminescence, 72 h | Potency, µM (titrated, usually from 46.1 µM), inactives show top-dose activity change, negative = cytotoxic, usual class: cytotoxic | 1.4% of 400,000 active | AID 1347075; further: on the % scale 0 is the no-effect control and ±100 the full control effect; nearly all actives have a fitted effect of over 60% in size
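72 h, 37 °C compound treatment of KB-3-1 parental cells; CellTiter-Glo added, 10 min, luminescence read. Data corrected against DMSO-only plates and normalized before curve fitting.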
The depositor's hits bear a star; ? = inconclusive; nt = no result given; & = joins results of further samples; [ ] = remark or other dose. The call rests on the fitted dose curve; in most records, active means well fitted curve in the direction sought with a large enough effect; inconclusive means small, poorly fitted or top-dose-only effect, or another doubt; inactive means no such curve, though single readings can be large; an effect the other way counts as inactive or inconclusive. Potency means the concentration at half of the fitted maximal effect.

molecule	KB-V1 MDR tox	KB-3-1 tox	GLP1R ag	HT1080-NT tox	HT1080 IDH1KD tx	GLP1R inv ag	SW480 rerep	GLP1R cytotox	TDP43 rescue
CCN(CC(=O)Nc1ccc(NC(C)=O)cc1)C(=O)C1(c2ccccc2)CC1	-14%	2%	-5%	5%	13%	8%	-5%	-11%	3%
CC1CC(C)CN(C(=O)COC(=O)c2cc3ccccc3oc2=O)C1 (configuration not stated)	nt	nt	-2%	-1%	14%	1%	-6%	9%	16%
Cc1ccc(S(=O)(=O)N2CC(O)CC2C(=O)OCC(=O)Nc2ccc([N+](=O)[O-])cc2C(F)(F)F)cc1C (configuration not stated)	0%	0%	16%	0%	21%	9%	-10%	0%	20%
Cc1ccc(C)c(CN2C(=O)COc3ccccc32)c1	-1%	1%	1%	-12%	-1%	?	-2%[9.22 µM]	11%	19%
COc1ccc2c(c1)cc1c(=O)n(CC(=O)NC3CC3)nc(C)n12	-2%	-6%	nt	nt	nt	5%	nt	-1%	23%
CC(C)n1cc(CN2CCC(n3nccc3NC(=O)Cc3ccccc3)CC2)cn1	nt	nt	7%	2%	19%	-2%	5%	-3%	0%
COc1ccc(OC(C)C(=O)N2CCc3ccccc3C2)cc1 (configuration not stated)	?	?	2%	-19%	-20%	-34%	?	-4%	17%
CC(C)(C)C(=O)NC1CCN(S(=O)(=O)c2ccccc2F)CC1	-2%	16%	-1%	17%	11%	12%	0%	0%	0%
CCCSc1nc(-c2ccccc2)[nH]c1S(=O)(=O)c1ccc(C)cc1	2%	0%	nt	nt	nt	?	nt	-13%	7%[9.22 µM]
CC(C)(C)NC(=O)c1oc2ccccc2c1COc1ccccc1	-6%	0%	4%	7%	-2%	?	-8%	-4%	15%
COc1cccc(C(=O)/C(C#N)=N/Nc2cccc(-c3ccnc(C)n3)c2)c1	?	?	25%	26µM*	-28%	14%	-2%	?	4%
C=CCN(CC=C)C(=O)COn1nnc2ccc(S(=O)(=O)N3CCOCC3)cc21	?	-9%	4%	-12%	-14%	0%	-2%	1%	11%
CCOc1ccc(S(=O)(=O)NCCSCc2ccco2)cc1	-40%	1%	0%	0%	-10%	?	-1%	16%	3%
COCCNc1cc(N)c([N+](=O)[O-])cc1[N+](=O)[O-]	?	9%	10%	3%	9%	25%	-6%	-28%	11µM*
COC(=O)C1=C(CS(=O)(=O)c2cc(Cl)ccc2OC)NC(=O)NC1c1ccc(O)c(OC)c1 (configuration not stated)	?	0%	3%	9%	-1%	2%	-33%[inhibitor]	-6%	15%
NC(=O)CSc1oc(-c2ccco2)nc1S(=O)(=O)c1ccc(Cl)cc1	-16%&0%	11%&-10%	-1%	-2%	1%	10%&1%	-4%	-2%&4%	-11%&8%
COc1cccc(CN(C)CC2CCCN(CCc3ccc(Cl)cc3)C2)c1OC (configuration not stated)	?	?	-6%	?	?	?	?	?	-10%
COc1ccc(CCN2C(=NC(=O)CC(C)C)SC3CS(=O)(=O)CC32)cc1 (configuration not stated)	2%	25%	-1%	7%	0%	11%	-7%	2%	-16%
Cc1cc(Cl)ccc1C(=O)C1CCCN(C(=O)c2nonc2C)C1 (configuration not stated)	7%	3%	19%	-14%	-9%	?	-6%	-13%	?
O=C(Nc1ccc(Cl)cc1)Nc1nc(-c2ccccc2)cs1	15%	-3%	-4%	15%	7%	4%	-8%	6%	0%
C[C@H]1CN([C@@H](C)CO)C(=O)CCCn2cc(nn2)CO[C@@H]1CN(C)C(=O)CCC(F)(F)F	-9%	-1%	25%	8%	11%	6%	nt	2%	2%
CCn1c(SCC(=O)OC2CCCCC2)nnc1-c1ccncc1	5%	-7%	-3%	9%	10%	-4%	0%	-2%	9%
CCOC(=O)c1nnn2c1nc(N1CCN(c3ccccc3)CC1)c1ccccc12	?	10%	16%	?	20%	0%	-11%	-1%	-12%
O=C(CNS(=O)(=O)c1ccc2ccccc2c1)OCc1csc(-c2ccccc2)n1	0%	-9%	12%	19%	12%	19%	0%	-7%	27%
COc1ccccc1NC(=O)C(C)Sc1nnnn1C (configuration not stated)	14%	3%	-4%	14%	9%	0%	0%	1%	5%
COc1cc2c(cc1OC)C(c1cccc(Cl)c1)CC(=O)N2 (configuration not stated)	-8%&15%	-6%&-8%	15%&1%	-11%	-27%	36%&15%[activator]	-6%[9.22 µM]	-17%&-4%	-5%&29%
O=C(N/N=C1/CC(c2ccccc2)Oc2ccccc21)C1CC1 (configuration not stated)	-9%	-17%	-2%	10%	8%	0%	?	-1%	9%
O=S(=O)(NN1CCOCC1)c1ccc(Br)s1	0%	-3%	-5%	17%	12%	-3%	-16%	-7%	-10%
CC(C)CCN(C(=O)Nc1ccc(Cl)cc1)C1CCN(C(C)C)CC1	-22%	-8%	6%	-12%	-1%	?	-6%	-13%	6%
Cc1ccccc1N/C(SCc1ccc(Cl)cc1)=C(/C#N)C(N)=O	-25%	-3%	8%	?	?	?	5%	-7%	-16%
CCN(CC)S(=O)(=O)c1cccc2cccnc12	13%	1%	9%	-2%	1%	-11%	-23%	9%	-11%
CN1CCN(C2Cc3ccc(Cl)cc3Sc3ccc(F)cc32)CC1 (configuration not stated)	16µM*	-27%	6%	15µM*	13µM*	8.9µM*	-4%	?	-20%
COc1ccc(CC(NC(C)=O)C(=O)NC2CCN(C(=O)c3ccc(OC)c(OC)c3)CC2)cc1OC (configuration not stated)	16%	0%	-2%	8%	16%	-5%	6%	-2%	6%
CCOC(=O)c1cn2nc(Oc3ccccc3)ccc2n1	-6%	?	5%	20%	5%	9%	-4%	-7%	-19%[1.82 µM]
COC(=O)c1cccc(NC(=O)CN2CCN(Cc3ccccc3)CC2)c1	7%	-2%	4%	8%	-3%	-26%	-2%	-7%	-8%
CN1CCN(c2ccc(NC(=O)Cc3ccccc3)cc2)CC1	3%	4%	2%	9%	0%	-21%	0%	21%	8%
CCOc1ccc(CN2CCN(Cc3ccc4cc(F)ccc4n3)CC2CCO)cc1 (configuration not stated)	-18%	-14%	-2%	-18%	-28%	?	9%	0%	-24%
CC1CCN(c2ccc(-c3cccc(NS(=O)(=O)c4ccc(Cl)s4)c3)nn2)CC1	20%	0%	nt	nt	nt	?	nt	-7%	17%
Cc1cc(=O)[nH]c(SCC(=O)Nc2ccnc3ccccc23)n1	-1%	19%	0%	4%	3%	25%	2%	17%	-1%
Cc1ccc2nc(C)c(C(=O)N/N=C/c3ccc(C(=O)O)cc3)cc2c1	-1%	0%	6%	30%	13%	2%	-13%	3%	-19%

Ordered by heavy-atom count (falling): part of the list above.
molecule	KB-V1 MDR tox	KB-3-1 tox	GLP1R ag	HT1080-NT tox	HT1080 IDH1KD tx	GLP1R inv ag	SW480 rerep	GLP1R cytotox	TDP43 rescue
COc1ccc(CC(NC(C)=O)C(=O)NC2CCN(C(=O)c3ccc(OC)c(OC)c3)CC2)cc1OC (configuration not stated)	16%	0%	-2%	8%	16%	-5%	6%	-2%	6%
CCOc1ccc(CN2CCN(Cc3ccc4cc(F)ccc4n3)CC2CCO)cc1 (configuration not stated)	-18%	-14%	-2%	-18%	-28%	?	9%	0%	-24%
CC1CCN(c2ccc(-c3cccc(NS(=O)(=O)c4ccc(Cl)s4)c3)nn2)CC1	20%	0%	nt	nt	nt	?	nt	-7%	17%
COC(=O)c1cccc(NC(=O)CN2CCN(Cc3ccccc3)CC2)c1	7%	-2%	4%	8%	-3%	-26%	-2%	-7%	-8%
Cc1ccc2nc(C)c(C(=O)N/N=C/c3ccc(C(=O)O)cc3)cc2c1	-1%	0%	6%	30%	13%	2%	-13%	3%	-19%
CC(C)CCN(C(=O)Nc1ccc(Cl)cc1)C1CCN(C(C)C)CC1	-22%	-8%	6%	-12%	-1%	?	-6%	-13%	6%
Cc1ccccc1N/C(SCc1ccc(Cl)cc1)=C(/C#N)C(N)=O	-25%	-3%	8%	?	?	?	5%	-7%	-16%
Cc1cc(=O)[nH]c(SCC(=O)Nc2ccnc3ccccc23)n1	-1%	19%	0%	4%	3%	25%	2%	17%	-1%
CCOC(=O)c1cn2nc(Oc3ccccc3)ccc2n1	-6%	?	5%	20%	5%	9%	-4%	-7%	-19%[1.82 µM]

Later entries:
molecule	KB-V1 MDR tox	KB-3-1 tox	GLP1R ag	HT1080-NT tox	HT1080 IDH1KD tx	GLP1R inv ag	SW480 rerep	GLP1R cytotox	TDP43 rescue
COC(=O)Cn1c(=O)c2c(nc3n2CCCN3CCc2ccc(OC)c(OC)c2)n(C)c1=O	-19%	-9%	11%	-5%	-10%	62%[activator]	-18%	4%	-1%
Cc1ccc(F)c(S(=O)(=O)NC(=O)C2(C)CCN2C(=O)Cc2ccccc2)c1 (configuration not stated)	4%	0%	-7%	8%	13%	4%	nt	-4%	17%
Cc1c(C(=O)N(C)C2CCCCC2)sc2ncnc(N3CCN(c4ccccc4F)CC3)c12	-25%	0%	-2%	-28%	-23%	13µM*	?	-10%	?
Cn1cc([C@]2(O)C(=O)Nc3cccc(Cl)c32)c2ccccc21	4%	3%	nt	6%	8%	-12%	nt	3%	13%
C[C@H](NC(=O)[C@@H]1Cc2ccccc2CN1C(=O)OC(C)(C)C)C(=O)NCC1CCCO1 (some centres not stated)	23%	-4%	-5%	16%	11%	7%	-17%	-8%	1%
O=C(C1COc2ccccc2O1)N1CCN(S(=O)(=O)c2cc(F)ccc2F)CC1 (configuration not stated)	0%	13%	1%	-2%	-1%	-17%	1%	-8%	28µM*
O=C(O)[C@H](Cc1ccccc1)NC(=O)C(c1ccccc1)(c1ccccc1)c1ccccc1	29%	0%	-4%	0%	-16%	10µM*	-3%	0%	?
